High-throughput results (PubChem)
KCNQ1 block = inhibitors of human KCNQ1 channel, primary screen, cell-based, thallium flux, high-throughput; actives 1.3% (n = 310,000); B-score at 10 µM; CHO-K1 KCNQ1, FluxOR thallium flux fluorescence; active compounds read high; Potassium voltage-gated channel subfamily KQT member 1 (Homo sapiens), P51787;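 active = compounds whose thallium flux B-score, printed positive for inhibition, exceeds three library SD while starting fluorescence stays within three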;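 also: channel opened by potassium depolarization with thallium stimulus after 20 min compound exposure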
MrgX1 PAM = positive allosteric modulators of MrgX1, primary screen, HEK293 cells, Fluo-4 calcium flux; Mas-related G-protein coupled receptor member X1 (Homo sapiens), Q96LB2; FDSS; active compounds read high; B-score at 10 µM; actives 0.63% (n = 310,000);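 active = plate-corrected calcium response at least 3 library SD above typical, normal starting fluorescence, not activating the receptor alone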;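 also: compound read alongside a low EC10 to EC30 dose of BAM8-22 agonist; peak minus trough fluorescence over baseline measured at the second addition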
TMEM16A inh = TMEM16A chloride channel inhibitors, primary screen, cell-based, HTS; HEK293 TMEM16A/YFP iodide influx fluorescence, ionomycin; Anoctamin-1 (Mus musculus), Q8BHY3; actives 1.2% (n = 310,000); normalized B-score (activity score, 25-100; higher = stronger inhibition) at 10 µM;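 active = ratio plate-corrected score three or more library SD toward inhibition, starting fluorescence score within five deviations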;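 also: score derived from kinetic fluorescence span divided by baseline fluorescence per well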
Target sequence (Q8BHY3 whole entry, looked up): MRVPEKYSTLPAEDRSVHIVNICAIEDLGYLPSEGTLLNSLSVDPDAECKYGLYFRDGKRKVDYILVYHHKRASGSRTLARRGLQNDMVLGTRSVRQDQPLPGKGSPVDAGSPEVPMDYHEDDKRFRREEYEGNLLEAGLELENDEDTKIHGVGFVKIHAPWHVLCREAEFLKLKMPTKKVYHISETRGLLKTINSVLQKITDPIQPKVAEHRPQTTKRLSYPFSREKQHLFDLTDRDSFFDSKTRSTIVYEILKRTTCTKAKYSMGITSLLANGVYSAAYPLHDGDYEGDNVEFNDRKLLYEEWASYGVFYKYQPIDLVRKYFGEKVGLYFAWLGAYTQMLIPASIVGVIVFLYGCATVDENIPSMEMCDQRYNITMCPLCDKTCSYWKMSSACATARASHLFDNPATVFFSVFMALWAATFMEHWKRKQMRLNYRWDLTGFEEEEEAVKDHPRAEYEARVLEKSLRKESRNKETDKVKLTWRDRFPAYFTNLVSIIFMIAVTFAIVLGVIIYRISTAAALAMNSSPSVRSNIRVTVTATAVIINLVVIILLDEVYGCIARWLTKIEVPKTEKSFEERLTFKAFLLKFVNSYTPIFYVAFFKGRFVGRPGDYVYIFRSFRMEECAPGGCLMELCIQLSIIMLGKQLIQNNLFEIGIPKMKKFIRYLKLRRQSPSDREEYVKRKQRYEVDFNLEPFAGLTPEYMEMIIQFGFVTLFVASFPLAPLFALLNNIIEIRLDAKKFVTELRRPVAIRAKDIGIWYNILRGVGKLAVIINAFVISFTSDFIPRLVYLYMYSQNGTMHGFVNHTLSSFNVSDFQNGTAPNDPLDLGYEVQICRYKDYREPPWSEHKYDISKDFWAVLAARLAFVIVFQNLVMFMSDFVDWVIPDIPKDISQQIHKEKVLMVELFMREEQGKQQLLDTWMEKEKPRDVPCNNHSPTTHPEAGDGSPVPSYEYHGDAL
KCNK3 block = human KCNK3 channel inhibitors, primary screen, CHO cells, FluxOR thallium flux, B-score. Potassium channel subfamily K member 3 (Homo sapiens), O14649. FluxOR fluorescence; active compounds read low. B-score at 10 µM. actives 0.84% (n = 340,000). AID 602410, 2012;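 active = B-score under library mean minus 4 SD, starting fluorescence ratio at most library mean plus 5 SD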;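 also: more negative B-score means stronger inhibition of thallium flux through KCNK3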
ANO1 activ = TMEM16A chloride channel activators or potentiators, primary screen, cell-based, HTS; AID 623877, 2012; actives 0.3% (n = 340,000); HEK293 TMEM16A/YFP-H148Q/I152L, iodide quench fluorescence; active compounds read low; B-score at 10 µM;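 active = fluorescence-ratio B-score plate-corrected deviation score at least 3 library SD below zero, with starting fluorescence score within 5 deviations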;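 also: channel opened by trigger with iodide after compound preincubation; score built on the fluorescence ratio of max minus min over baseline; more negative score means more quench and so TMEM16A activation or potentiation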
hERG rescue = hERG rescue from dofetilide block, primary screen, cell-based, CHO-hERG, FluxOR thallium flux, dofetilide IC70. actives 0.51% (n = 310,000). activation (rescue from dofetilide block), less the hit threshold, % at 10 µM. dofetilide IC70 present. Voltage-gated inwardly rectifying potassium channel KCNH2 (Homo sapiens), Q12809;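 active = activation above the mean of controls blocked by dofetilide plus 5 SD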;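 also: thallium influx through hERG after potassium depolarization seen as dye fluorescence rise; in these data hits start at about 4.7%; inactives centre near -7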
RGS4 block = RGS4 inhibitors, primary screen, cell-based, HEK293 M3R inducible RGS4, calcium flux; Fluo-4 calcium flux; active compounds read high; triggered by carbachol at its EC20; B-score at 10 µM; actives 0.45% (n = 310,000);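 active = B-score, a plate-corrected calcium signal, over three deviations above library mean, with baseline fluorescence within five deviations of library mean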;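 also: RGS4 expression induced by doxycycline in cells with stable M3 receptor; B-score is computed from the integrated fluorescence ratio over baseline after carbachol; higher B-score means a larger calcium signal and so more RGS4 inhibition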
KCNK9 inh = KCNK9 potassium channel inhibitors, primary screen, HEK293 cells, thallium flux | Potassium channel subfamily K member 9 (Homo sapiens), Q9NPC2 | FluxOR thallium flux fluorescence; active compounds read low | B-score at 10 µM | actives 1.2% (n = 310,000);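 active = ratio B-score over 3 SD below the library mean, with starting fluorescence within 5 SD of its mean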;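 also: negative B-score means less thallium flux so channel inhibition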
MrgX1 ag = agonists of human MrgX1 receptor, primary screen, HEK293 cells, Fluo-4 calcium flux; Mas-related G-protein coupled receptor member X1 (Homo sapiens), Q96LB2; Fluo-4 calcium fluorescence, agonist mode; active compounds read high; B-score at 10 µM; actives 0.44% (n = 310,000); AID 588627, 2011;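 active = calcium response B-score plate-corrected fluorescence ratio at least 3 library SD, with starting fluorescence B-score inside 5 SD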
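Test system: HEK293 cells stably expressing human MrgX1 receptor; Input: fifteen thousand cells per well; Dosing: compound delivered in addition one of three; Schedule: overnight seeding, then 1 h dark dye loading; Technique: Fluo-4 NW calcium fluorescence; Measure: B-scored fluorescence response ratio; Controls: positive and negative controls per plate.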
RGS4 pot = RGS4 potentiators or activators, primary screen, cell-based, HEK293 M3R inducible RGS4, calcium flux | B-score at 10 µM | carbachol calcium flux Fluo4; active compounds read low | AID 463111, 2010 | actives 0.92% (n = 310,000);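 active = B-score of the integrated calcium signal more than 4 SD below the library mean, with starting fluorescence not abnormally high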;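 also: negative B-score means reduced calcium response which marks RGS4 activation or potentiation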
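System: HEK293 FlpIn-TREx cells, stable M3R, doxycycline-inducible RGS4. Timing: overnight RGS4 induction, 30 min dye load 37 °C, 20 min compound RT. Also added: carbachol, ECmax concentration. Measured by: Fluo4 fluorescence kinetic imaging of calcium. Evaluation: integrated calcium ratio converted to B score.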
KCNQ1 pot = potentiators or activators of KCNQ1 channel, primary screen, cell-based, thallium flux, high-throughput | CHO-K1 KCNQ1, thallium flux FluxOR fluorescence; active compounds read high | B-score at 10 µM | actives 0.35% (n = 310,000);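 active = fluorescence ratio B-score, a plate-corrected score, at least three library SD, with initial intensity B-score within 5 SD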
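Assay system: stable KCNQ1 CHO-K1 line; medium: assay buffer, equal DMSO in all wells; timing: 90 min dye loading and 20 min compound exposure, both at room temperature; technique: kinetic FluxOR thallium fluorescence, 10-s 1-Hz baseline, 110-s post-stimulus read; read-out basis: B score of baseline-normalized fluorescence ratio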
An asterisk follows results filed as active; i = inactive; / = not tested or not shown.

SMILES	MrgX1 ag	KCNK9 inh	KCNK3 block	KCNQ1 block	MrgX1 PAM	ANO1 activ	TMEM16A inh	RGS4 pot	RGS4 block	hERG rescue	KCNQ1 pot
Cc1cc(C)nc(CCNC(=O)c2cc(COc3c(F)cccc3F)on2)n1	i	i	i	i	i	i	i	i	i	-11	i
CCc1nc(CNC(=O)C2CCC(=O)N(Cc3cccc(OC)c3)C2)no1 (configuration not stated)	i	i	i	i	i	i	i	i	i	-5	i
Cc1ccc(CSCCNC(=O)/C=C/c2ccccc2Cl)cc1	i	i	i	i	i	i	i	i	i	-7	i
CCOC(=O)C1=C(C)NC(=O)CC1c1ccccc1OC (configuration not stated)	i	i	i	i	i	i	i	i	i	-14	i
CC1COC(Cn2c3ccccc3c3ccccc32)O1 (configuration not stated)	i	i	i	i	i	i	i	i	i	-8	i
C/C(=N\NC(=O)COc1ccc(C)cc1Br)c1cc([N+](=O)[O-])cs1	i	i	i	i	i	i	i	i	i	-20	i
Cc1cc(NS(=O)(=O)c2ccc(NC(=O)/C=C/c3c(F)cccc3Cl)cc2)nc(C)n1	i	i	i	i	i	i	i	i	i	-13	i
O=C(CCS(=O)(=O)c1ccc(Cl)cc1)Nc1nc(-c2cccnc2)cs1	i	i	i	i	i	i	i	i	i	-12	i
COC(=O)[C@@H](NC(=O)c1ccccc1OC1CCN(S(C)(=O)=O)CC1)C(C)C	i	i	i	i	i	i	i	i	i	-3	i
CC1(C)Cc2c(sc(NC(=O)C(C)(C)C)c2C#N)C(C)(C)N1	i	i	i	i	i	i	i	i	i	-2	i
Cn1c2ccccc2c2cc([N+](=O)[O-])ccc21	i	i	i	i	i	i	i	i	i	-8	i
Cc1cc(C)cc(N(C(=O)c2nsc(Cl)c2Cl)C(C(=O)NC2CCCC2)c2ccc(O)cc2)c1 (configuration not stated)	i	i	i	i	i	i	i	i	i	-12	i
O=S(=O)(NC1CCCCC1N1CCCCC1)c1ccccc1 (configuration not stated)	i	i	i	i	i	i	i	i	i	-2	i
O=C(CN(C(=O)c1ccc(Cl)cc1)N1C(=O)C2C3C=CC(C3)C2C1=O)c1cccs1 (configuration not stated)	i	i	i	i	i	i	i	i	i	-15	i
C/C(=N\NC(=O)c1ccc(CN2CCOCC2)cc1)c1cccc([N+](=O)[O-])c1	i	i	i	i	i	i	i	i	i	-9	i
CC(C)NC(=O)N1CCC(n2nccc2NC(=O)CCOc2ccccc2)CC1	i	i	i	i	i	i	i	i	i	-10	i
Cc1ccc(-c2csc(NCCc3nc4cc(Cl)c(Cl)cc4n3CCOCCO)n2)cc1	i	-9.6*	i	i	i	i	i	i	i	-17	i
O=C(c1ccc([N+](=O)[O-])o1)N1CCN(c2nc3c(Cl)cccc3s2)CC1	i	i	i	i	i	i	i	i	i	-10	i
CS(=O)(=O)N1CCC(C(=O)Nc2ccc3c(c2)OCCO3)CC1	i	i	i	i	i	i	i	i	i	-10	i
Cc1ccc(NC(=O)C(=O)NCCOc2ccccc2Cl)cc1	i	i	i	i	i	i	i	i	i	-9	i
Cc1ccc(OCCOCCOc2ccc(Br)cc2/C=N\NC(=O)c2ccncc2)cc1	i	i	i	i	i	i	i	i	i	-9	i
Cc1ccc(N=C2S/C(=C/c3cccc(OCC(=O)O)c3)C(=O)N2C)cc1C	i	i	i	i	i	i	i	i	i	-6	i
CN(n1cnc2ccccc2c1=O)S(C)(=O)=O	i	i	i	i	i	i	i	i	i	-5	i
CCCc1nnc(NC(=O)Nc2ccccc2OC)s1	i	i	i	i	i	i	i	i	i	-5	i
CCc1c(O)nc(SCC(=O)N2CCCCC2)n(-c2ccccc2C)c1=O	i	i	i	i	i	i	i	i	i	-7	i
COc1ccccc1CC(=O)N1CCN(c2ccc([N+](=O)[O-])cc2)CC1	i	i	i	i	i	i	i	i	i	-2	i
CC(C)Cc1c(O)nc(SCC(=O)Nc2ccc3c(c2)CCC3)[nH]c1=O	i	i	i	i	i	i	i	i	i	-8	i
COc1ccccc1NC(=S)N(CCCN1CCOCC1)Cc1cn(C)c2ccccc12	i	i	i	i	i	i	i	i	i	-15	i
O=C(C1CCN(Cc2cccs2)CC1)N1CCN(Cc2ccc3c(c2)OCO3)CC1	i	i	i	i	i	i	i	i	i	-2	i
O=C(CSCC(=O)N1CCCCC1)OCC(=O)c1c[nH]c2ccccc12	i	i	i	i	i	i	i	i	i	-2	i
O=C(Nc1ccc(NS(=O)(=O)c2ccccc2)cc1)c1cccnc1	i	i	i	i	i	i	i	i	i	-5	i
O=c1cc(CSc2nnc(Nc3ccccc3F)s2)nc2sccn12	i	i	i	i	i	i	i	i	i	-12	i
COc1ccc(C(=O)NC2CCCCC2)cc1S(=O)(=O)N1CCOCC1	i	i	i	i	i	i	i	i	i	-5	i
O=[N+]([O-])c1ccc(N2CCCCC2)s1	i	i	i	i	i	i	i	i	i	-4	i
COc1ccc(CC(=O)Nc2nnc(SCC(=O)NCc3ccco3)s2)cc1OC	i	i	i	i	i	i	i	i	i	-8	i
O=C(NCCc1cccc(F)c1)C1CCN(S(=O)(=O)c2ccc(F)cc2)CC1	i	i	i	i	i	i	i	i	i	-4	i
COc1cccc(-c2nc(CS(=O)(=O)CC(=O)N3CCN(C)CC3)c(C)o2)c1	i	i	i	i	i	i	i	i	i	-8	i
O=C(NCc1ccc(C(F)(F)F)cc1)C1CC(c2ccccc2C(F)(F)F)=NO1 (configuration not stated)	i	i	i	i	i	i	i	i	i	-8	i
CC(C)C(=O)c1c(C(C)C)nn2ccccc12	i	i	i	i	i	i	i	i	i	-5	i
O=C(NC1CCCCC1)C1CCC(CNS(=O)(=O)c2ccccc2)CC1 (configuration not stated)	i	i	i	i	i	i	i	i	i	-6	i
CC(=O)Nc1ccc(N(C(=O)CNC(=O)c2ccco2)C(C(=O)NCC2CCCO2)c2ccccc2)cc1 (configuration not stated)	i	i	i	i	i	i	i	i	i	-8	i
Cc1csc(NC(=O)CSc2nnc(NC(=O)NC(C)(C)C)s2)n1	i	i	i	i	i	i	i	i	i	-14	i
COC(C/C=C\[C@H](O)[C@@H](C)OCc1ccccc1)OC	i	i	i	i	i	i	i	i	i	-1	i
S=c1[nH]nc(C(c2ccccc2)C2CCCCC2)o1 (configuration not stated)	i	i	i	i	i	i	i	i	i	-12	i
CS(=O)(=O)c1ccc(C(=O)OCC(=O)NC2CCS(=O)(=O)C2)cc1[N+](=O)[O-] (configuration not stated)	i	i	i	i	i	i	i	i	i	-12	i
CCOC(=O)C(C)Oc1c(C(=O)OC)sc2ncccc12 (configuration not stated)	i	i	i	i	i	i	i	i	i	-10	i
CCC(=O)c1ccc(N2CCN(C(=O)c3cc([N+](=O)[O-])ccc3F)CC2)c(F)c1	i	i	i	i	i	i	i	i	i	-11	i
COCCn1c(SCc2nnc(-c3ccccc3)o2)nc2sc3c(c2c1=O)CCC3	/	-11*	i	i	/	i	/	i	i	-23	i
Cc1ccc(NC(=O)CCCc2nc3ccccc3s2)c(O)c1	i	i	i	i	i	i	i	i	i	-10	i
Cc1ccc(CNC(C)(C)CO)cc1	i	i	i	i	i	i	i	i	i	-6	i
O=C1CC(c2ccco2)CC(O)=C1C=Nc1ccccc1-c1ccccc1 (configuration not stated)	i	i	i	i	i	i	i	i	i	-11	i
COc1cccc(NCc2cc(=O)oc3cc(C)c(O)cc23)c1	i	i	i	i	i	i	i	i	i	-4	i
C/C(=C\[C@@H](NP(=O)(c1ccccc1)c1ccccc1)c1ccccc1)CO[Si](c1ccccc1)(c1ccccc1)C(C)(C)C	i	i	i	i	i	i	i	i	i	-3	i
Cc1ccc(C(=O)NCCCNC(=O)COc2ccc(C)c(C)c2)cn1	i	i	i	i	i	i	i	i	i	-4	i
Cc1cccc(CC(=O)N2CCOCC2)c1	i	i	i	i	i	i	i	i	i	-4	i
O=C(/C=C/c1ccccc1[N+](=O)[O-])NCCN1C(=O)S/C(=C\c2ccc(F)cc2)C1=O	i	i	i	i	i	i	i	i	i	-8	i

Carrying on:
SMILES	MrgX1 ag	KCNK9 inh	KCNK3 block	KCNQ1 block	MrgX1 PAM	ANO1 activ	TMEM16A inh	RGS4 pot	RGS4 block	hERG rescue	KCNQ1 pot
CCN(CC)CCn1c2c(c(SCC(=O)Nc3ccc(C(C)C)cc3)nc1=O)CCCC2	i	i	i	i	i	i	i	i	i	-11	i
COC(=O)c1ccccc1NC(=O)C1=CC(c2cccs2)=NS(=O)(=O)N1C	i	i	i	i	i	i	i	i	i	-2	i
COc1ccc(NC(=O)c2ccccc2OCc2ccc(F)cc2)c(OC)c1	i	-12*	-11*	8*	i	i	i	i	i	-11	i
O=C(Nc1ccc(N2CCCC2)cc1)c1ccc([N+](=O)[O-])cc1Cl	i	i	i	i	i	i	i	i	i	-7	i
